MBNL1-CUG inh = qHTS Assay for Inhibitors of MBNL1-poly(CUG) RNA binding | Muscleblind-like protein 1 (Homo sapiens), Q9NR56 | 0.036% of 280,000 active | Potency, µM (series often up to 57.5 µM), inactives show top-dose activity change, negative = inhibition, hits mostly inhibitors | TR-FRET MBNL1-His/biotin-(CUG)12 binding, 665/545 ratio; active = well fitted inhibition curve with a large enough effect in the signal ratio, with a control signal flat, not every such curve was filed as active; inconclusive = small, poorly fitted or top-dose-only effect, or effect the other way, or a change in a side signal; inactive = no such curve, though single readings can be large or run the other way; the % refers to the signal ratio; also: potency is read from the fitted curve at half-maximal effect; % is scaled to controls: 0 for no effect and ±100 for the full control effect
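Inhibition of protein-RNA binding appears as loss of TR-FRET between terbium anti-His antibody on MBNL1-His and streptavidin-XL665 on biotin-(CUG)12. Activity is normalized to buffer-only and uninhibited-complex controls.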
a7 integrin act = qHTS for Activators of Integrin-Mediated Alleviation for Muscular Dystrophy; alpha7betagal myoblasts, beta-gal FDG fluorescence, 48 h; Potency, µM (titrated, usually from 38.3 µM), without a hit: at the top dose activation, usual class: activators; 0.064% of 350,000 active;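 also: potency is read from the fitted curve at half-maximal effect; 100% = response of the positive control SU9516; nearly all actives have a fitted effect of over 60% in size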
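alpha7betagal+/- myoblasts (passage 13, 250/well) treated 48 h at 37C with compounds at 1:260 dilution of DMSO stock. Lysed, then beta-galactosidase activity read as FDG fluorescence (ex 480/em 540) after 30 min, with pre-read for autofluorescence.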
TCR act = Activators of T cell receptors: qHTS campaign; primary human leukocytes, anti-CD3, IL-2 HTRF, 48 h; Potency, µM (series often up to 9.22 µM), without a hit: top-dose activation of IL-2 secretion, usual class: activators; 330,000 tested, under 10 active; AID 504894, 2011; also: % of control where 0% means no effect
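Primary human leukocytes were stimulated with a-CD3 beads plus compounds for 48 hr without co-stimulation; secreted IL-2 was quantified by HTRF using a-IL-2-K (europium cryptate) and a-IL-2-d2, excited at 320nm with acceptor emission read at 665nm.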
Menin MLL FP TR = qHTS Assay for Inhibitors Targeting the Menin-MLL Interaction in MLL Related Leukemias: Competition With Texas Red Labeled MLL-derived Mutant Peptide; O00255; 0.23% of 270,000 active; Menin + Texas Red MLL mutant peptide, fluorescence polarization; Potency, µM (series often up to 61.6 µM), for the others: at the highest dose FP activity change, negative = inhibition, usual class: inhibitors; active = well fitted inhibition curve with a large enough effect in the polarisation, with a control signal flat, not every such curve was filed as active; inconclusive = small, poorly fitted or top-dose-only effect, or effect the other way, or a change in a side signal; inactive = no such curve, though single readings can be large or run the other way; the % refers to the polarisation; also: potency is read from the fitted curve at half-maximal effect; % of control where 0% means no effect; many of its hits are not listed in these tables
AT treatment = qHTS Assay for Identifying a Potential Treatment of Ataxia-Telangiectasia | 0.19% of 320,000 active | […] A-T fibroblasts, KAP-1 phosphorylation AlphaLISA; neocarzinostatin DNA damage 30 min before lysis | Potency, µM (doses to about 57.5 µM), without a hit: at the top dose activation, hits mostly activators; also: potency is read from the fitted curve at half-maximal effect; % of control where 0% means no effect; nearly all actives have a fitted effect of over 45% in size
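ATM-like activity read as KAP-1 phosphorylation via AlphaLISA donor/acceptor antibody pairs after lysis and 6 hr at 25C. Cells were ATM-null patient fibroblasts ([…], hTERT), dosed 60 min, then exposed to the DSB inducer NCS for 30 min.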
MLL CXXC-DNA inh = qHTS Fluorescence Polarization Assay for Inhibitors of MLL CXXC domain - DNA interaction. MLL-CXXC / FITC-HOXA9 DNA fluorescence polarization. Potency, µM (doses to about 115 µM), for inactives: at the highest dose activity change, negative = inhibition, actives largely listed as inhibitors. 0.037% of 290,000 active; active = well fitted inhibition curve with a large enough effect in the polarisation, with a control signal flat, not every such curve was filed as active; inconclusive = small, poorly fitted or top-dose-only effect, or effect the other way, or a change in a side signal; inactive = no such curve, though single readings can be large or run the other way; the % refers to the polarisation; also: potency is read from the fitted curve at half-maximal effect
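Fluorescence polarization: 7 uM MLL-CXXC (stock) preincubated 5 min with compounds, then 50 nM fluorescein-HOX-A9 DNA (stock) added; 30 min ambient. Buffer 50 mM Tris-HCl pH 7.5, 50 mM NaCl, 1 mM DTT, 0.05% BSA.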
TSHR antag = Antagonists of the Thyroid Stimulating Hormone Receptor: HTS campaign; activity change, negative = inhibition, % at 11.5 µM; 0.2% of 330,000 active; Thyrotropin receptor (Homo sapiens), P16473; AID 504810, 2011; TSHR-expressing cells, TSH-stimulated cAMP HTRF, 2 h; hits give low values;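 active = activity change below a set negative limit, meaning inhibition stronger than a set level, cut at about -70% in these data; inconclusive = activity change between two set negative limits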; also: % is scaled to controls: 0 for no effect and ±100 for the full control effect
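Read-out is FRET at 665 nm (cryptate excitation 337 nm) from a cryptate-tagged anti-cAMP antibody, competed by cell cAMP against cAMP-d2. Compounds are tested on freshly harvested TSHR cells challenged with 4nM TSH (EC80) for 2 hours at 37 deg C.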
ASM inhibitor = Inhibitors of Secretory Acid Sphingomyelinase (S-ASM): qHTS. 0.006% of 340,000 active. Sphingomyelin phosphodiesterase (Homo sapiens), P17405. Potency, µM (top dose mostly 57.5 µM), for inactives: at the top dose activity change, negative = inhibition, actives largely listed as inhibitors. AID 504937, 2011. placental ASM, HMU-PC fluorogenic substrate, 60 min; also: potency is read from the fitted curve at half-maximal effect
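Human placenta-derived ASM preincubated with compound 10 min at room temperature, then reacted with 9 uM (final) fluorogenic HMU-PC substrate for 60 min at 37 C. Stop solution raises pH to 10; fluorescence read at Ex 386/Em 447 nm.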
Mito fusion act = qHTS Assay for Small Molecule Inhibitors of Mitochondrial Division or Activators of Mitochondrial Fusion; S. cerevisiae fusion-defective mutant growth rescue, CellTiterGlo 48 h; Potency, µM (doses to about 46.1 µM), for inactives: at the top dose growth rescue (activation), most hits filed as activators; 0.23% of 320,000 active; AID 485298, 2010;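 also: potency is read from the fitted curve at half-maximal effect; % of control where 0% means no effect; nearly all actives have a fitted effect of over 45% in size; temperature-sensitive fusion mutants such as fzo1-1 at 37 °C on non-fermentable ethanol glycerol medium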
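Compounds are tested for their ability to restore growth of mitochondrial fusion-defective yeast strains at non-permissive 37C in YPEG medium over 48 hours. Viability is quantified by luciferase luminescence.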
PTAP TSG101 blk = qHTS Assay for Iinhibitors of HIV-1 Budding by Blocking the Interaction of PTAP/TSG101. 340,000 tested, under 10 active. Fluorescence polarization, FITC-PTAP peptide / Tsg101 binding. Potency, µM (highest dose often 115 µM), for the others: at the top dose activity change, negative = inhibition, actives largely listed as inhibitors. Tumor susceptibility gene 101 protein (Homo sapiens), Q99816; active = well fitted inhibition curve with a large enough effect in the main read-out, with a control signal flat, not every such curve was filed as active; inconclusive = small, poorly fitted or top-dose-only effect, or effect the other way, or a change in a side signal; inactive = no such curve, though single readings can be large or run the other way; also: potency is read from the fitted curve at half-maximal effect; % of control where 0% means no effect
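Tsg101 binding domain (10 uM final) was mixed with compound and a FITC-labeled PTAP peptide (50 nM final) in HEPES pH 7.5 buffer with NaCl, Tween 20, EDTA and TCEP; fluorescence polarization was read after 20 min at r.t.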
The depositor's hits bear a star; ? = inconclusive; · = no result given; [ ] = dose if it differs, or a comment. Unless noted, calls follow the shape of the dose curve; as a rule, active = well fitted curve in the direction sought with a large enough effect; inconclusive = small, poorly fitted or top-dose-only effect, or another doubt; inactive = no such curve, though single readings can be large; an effect the other way counts as inactive or inconclusive. An excerpt (hit frequency here may not be typical).

no. | structure | Mito fusion act | MLL CXXC-DNA inh | TSHR antag | MBNL1-CUG inh | a7 integrin act | AT treatment | Menin MLL FP TR | PTAP TSG101 blk | ASM inhibitor | TCR act
1 | CCN(CC)CCCC(C)NC(=O)c1cccc(S(=O)(=O)N2CCc3ccccc32)c1 (stereo not drawn) | 2% | 1% | 4 | -1% | 11% | -1% | -12% | -2% | 6% | -1%
2 | CCNC(=O)c1ccc(CSc2ccc(Cl)cc2)cc1 | 16% | 6% | -7 | 10% | ? | 2% | ? | 0% | 4% | 0%[46.1 µM]
3 | Cc1[nH]n(C(N)=S)c(=O)c1N=Nc1ccc([N+](=O)[O-])cc1Cl | -77%[inhibitor] | -10% | -12 | ? | ? | -3% | ? | -3% | 3% | 6%
4 | O=C(Nc1ccc(F)cc1)C1CCC(CNc2c(N3CCCCC3)c(=O)c2=O)CC1 (stereo not drawn) | 8% | 6% | -8 | -4% | 8% | -9% | · | 2% | -4% | 9%
5 | CN1CCN(C(=O)C2CCC(CNS(=O)(=O)c3cccc4cccnc34)CC2)CC1 (stereo not drawn) | 1% | 15% | 8 | -10% | 12% | 5% | 2% | 0% | 0% | 1%
6 | CCOc1ccc(CCNc2nc3ccccc3n3cnnc23)cc1OCC | 9% | 12% | 5 | 9% | 9% | 11% | · | 0% | -2% | 2%
7 | CC1(C)OC(=O)C(=CNCC(O)c2ccccc2)C(=O)O1 (stereo not drawn) | -3% | -4% | 3 | -11% | 9% | 11% | -6% | -6% | 5% | ·
8 | O=c1c(-c2ccnn2-c2ccc(F)cc2)cnc2n1CCS2 | 0% | -3% | 7 | -11% | 19% | -2% | · | -3% | 1% | 1%
9 | CC(=NCc1ccccc1)C1=C(O)COC1=O | -3% | 1% | 6 | 1% | 28% | -5% | 7% | -6% | 0% | 17%
10 | Cc1cc(C)c2cc3c(ccn3C3OC[C@H](O)[C@H](O)[C@H]3O)cc2n1 (stereo partly drawn) | 1% | ? | -7 | 14% | 21% | -8% | -9% | -17% | 9% | 4%
11 | COc1cc(/C=C2\SC(=S)N(CC(=O)Nc3ccccn3)C2=O)cc(OC)c1OC | 16% | 19% | -9 | 28% | 26% | -7% | 10% | 4% | ? | 2%[46.1 µM]
12 | CC(Sc1ncccn1)C(=O)Nc1ccc2c(c1)OCCO2 (stereo not drawn) | 2% | · | -8 | · | 0% | -3% | · | -3% | 0% | -6%
13 | CCC(=O)Nc1nc(C)c(C(=O)Nc2cccc(Cl)c2)s1 | -6% | 11% | -38 | 7% | -19% | 14% | ? | -5% | -13% | 6%
14 | COc1ccc(CCN(C)C(=O)c2c(C)noc2C)cc1OC | -3% | · | 18 | · | -4% | 2% | · | -2% | 5% | 2%
15 | O=C1CN(C(=O)CSc2nc3ccccc3c(=O)n2Cc2ccc(F)cc2)c2ccccc2N1 | -1% | 5% | 20 | -6% | -14% | · | -15% | 0% | -8% | -2%[46.1 µM]
16 | Cc1ccc(CSc2nc3ncccc3[nH]2)cc1 | 6% | 2% | -1 | 6% | 11% | 1% | -23% | -1% | 1% | -5%
17 | Cc1ccc(CN2CCC(Oc3cccc(C(=O)N(C)CCN(C)C)c3)CC2)cc1C | -3% | -5% | 2 | -5% | -52%[inhibitor] | -28% | 2% | -1% | 2% | -4%
18 | CCOc1ccc2nc(NC(=O)C3(C)CC3(Br)Br)sc2c1 (stereo not drawn) | · | · | · | · | -47% | · | · | 1% | 0% | 0%
19 | CCOC(=O)N1CCN(C(=O)CNC(=O)Cc2ccc(Cl)cc2)CC1 | -3% | -1% | 9 | -5% | -9% | 0% | 10% | -5% | -1% | -3%
20 | COc1ccc(S(C)(=O)=O)cc1S(C)(=O)=O | 0% | 8% | -7 | -4% | 22% | 3% | -2% | -6% | 7% | -2%
21 | Cc1onc(-c2c(Cl)cccc2Cl)c1C(=O)N1CCCCC1 | -1% | 3% | 9 | 1% | 4% | -4% | -12% | -1% | 6% | 1%
22 | CC(=O)c1ccc(NC(=S)N2CCCC(C(F)(F)F)C2)cc1 (stereo not drawn) | -4% | 21% | 0 | -7% | -50%[inhibitor] | 1% | 1% | -1% | -5% | -4%
23 | CC(=O)Nc1ccc(NC(=O)COC(=O)C2CCCCC2)cc1 | · | · | -4 | · | -39%[inhibitor] | -4% | · | -8% | 2% | ·
24 | Cc1ccc(Cc2c(C)nc3nc(SCC(=O)NCCCN4CCCC4)nn3c2C)cc1 | -1% | 6% | 2 | -4% | -29% | 4% | ? | -1% | 4% | -1%
25 | CC(C)(C)NC(=O)Nc1nnc(SCC(=O)NC2CCCCC2)s1 | -2% | · | 2 | · | 19% | 7% | · | -4% | · | 9%
26 | CCN(CC)S(=O)(=O)c1ccc2c(c1)c(=O)c(C(=O)NCc1ccc3c(c1)OCO3)cn2C | -6% | -6% | -5 | 8% | · | 2% | 19% | · | · | ·
27 | O=C(COC(=O)CCC1CCCC1)Nc1ccc(Cl)cc1F | 2% | -5% | 0 | ? | 12% | 8% | 2% | 1% | -1% | -3%[46.1 µM]
28 | Cn1cc(CCC(=O)NCc2ccc3c(c2)OCO3)c2ccccc21 | 4% | 12% | 6 | 4% | 0% | · | -1% | -7% | -1% | 1%
29 | O=C(Nc1ncc(Br)s1)C(Cc1ccccc1)n1cccc1 (stereo not drawn) | 10% | 20% | -19 | -14% | -3% | 6% | ? | 0% | -11% | 6%
30 | Cc1ccc(S(=O)(=O)N2CCCCC2)cc1NC(=O)c1nn(C)c(=O)c2ccccc12 | 0% | · | -7 | · | -14% | -1% | · | 1% | 25% | ·
31 | Cc1cccc(OCC(=O)Nc2nccs2)c1C | -2% | -2% | -8 | -10% | -2% | -1% | 5% | -3% | -3% | 3%
32 | O=C(NC(=S)Nc1ccc(CN2CCOCC2)cc1)c1cccc([N+](=O)[O-])c1 | 5% | -4% | 13 | · | -22% | -10% | 7% | -6% | 0% | 8%[46.1 µM]
33 | COCCCn1c(SCC(=O)N(C)C)nnc1-c1ccccc1 | 3% | -6% | 10 | -1% | -9%[7.66 µM] | 3% | 0% | -7% | 2% | ·
34 | O=C(NCCC1CCCCN1S(=O)(=O)c1ccc(F)cc1)C(=O)NC1CC1 (stereo not drawn) | -2% | · | -3 | · | 5% | -1% | · | -1% | 3% | 1%
35 | O=C(CSc1nnc(-c2cccnc2)n1C1CCCCC1)NC1CCCCC1 | 0% | -4% | 24 | -3% | -26%[7.66 µM] | -21% | ? | -4% | -3% | -12%
36 | CCOC(=O)c1c(NC(=O)COC(=O)c2ccc(C)s2)sc2c1CC(C)(C)NC2(C)C | 1% | · | -2 | · | -13% | 2% | · | -2% | -15% | 1%
37 | CCOc1ccc(CNc2ncnc(N)n2)cc1 | -1% | 20% | 7 | 1% | 0% | · | 1% | -2% | -1% | -6%
38 | C=CCN(c1ccc(C(=O)Nc2ccc(NC(C)=O)cc2)cc1)S(C)(=O)=O | 4% | -2% | -8 | 2% | -19% | 1% | 12% | -7% | 4% | 5%
39 | COc1ccc(NC(=O)C2(N(C(=O)Cn3nnnc3N)c3ccc(OC)cc3)CCCCC2)cc1 | -6% | -21% | -1 | -8% | ? | -11% | 6% | -7% | -1% | -3%
40 | COC(=O)C1=C[C@@H](C(=O)OC)[C@@H]2C3=C(C(=O)[C@@]2(C)NC(=O)c2ccccc2)[C@H](C)n2c(=O)n(C)c(=O)n2[C@@H]3C1 | · | · | · | · | 0% | · | · | -2% | -2% | -1%
41 | Cc1cccc(NC(=O)CN(CC2CCCO2)C(=O)c2oc3ccc(F)cc3c2C)c1C (stereo not drawn) | 3% | · | -8 | · | -10% | 4% | · | -6% | -1% | -5%
42 | COc1ccc(CNc2nc(C)c([N+](=O)[O-])c(C)c2C#N)cc1 | -4% | -4% | 9 | -5% | 13% | 0% | 0% | -1% | -11% | -5%[46.1 µM]

Assay outcomes (PubChem BioAssay)
